# High-throughput results from PubChem.
# Lipid storage S3: qHTS Assay for Lipid Storage Modulators in Drosophila S3 Cells | Drosophila S3 cells, BODIPY lipid droplet fluorescence, 18-24 h; cells fed with added oleic acid | lipid storage change, negative = inhibition, % at the top dose, mostly 46.1 µM; hits show Potency in µM | 320,000 compounds, 0.64% hits; active = well fitted inhibition curve with a large enough effect in the signal ratio, with a control signal flat, not every such curve was filed as active; inconclusive = small, poorly fitted or top-dose-only effect, or effect the other way, or a change in a side signal; the % refers to the signal ratio
#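 Drosophila S3 cells got compounds at several concentrations plus oleic acid (400 uM solution). Laser-scanning cytometry with 488 nm excitation read lipid droplets at 500-530 nm and cells at 575-640 nm. Percent activity was relative to 20 uM Triacsin C.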
# Lipid storage S3 cell count max: further read-out of Lipid storage S3, marked with its call; cell number change, %; measured here: cell count max response;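 cells counted by Cell Tracker Red CMTPX staining in the red channel; peak over a dose series mostly up to 46.1 µM; percent activity relative to internal control wells on each plate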
# Active calls of the source: *; i = inactive; u = inconclusive; x = no result given; [ ] = dose if it differs, or a comment. % is set by controls: 0 for no effect and ±100 for the full control effect; potency is the fitted concentration of half-maximal effect. Some of the compounds tested (hit frequency here may not be typical).
# Values in the order: Lipid storage S3	Lipid storage S3 cell count max
1) COC(=O)c1c(C)[nH]c(C(=O)COc2ccc3ccc(=O)oc3c2)c1C
  u	x
2) NNc1nc2c(F)cccc2s1
  14%	-3
3) O=C(O)c1cccc2c1C(=O)c1ccc(Cl)cc1S2(=O)=O
  u	x
4) Cc1ccc(OCc2nnc(NC(=O)c3cccnc3)s2)cc1
  -2%	-2
5) N#CC(C(=O)NCCc1ccccc1)c1nc2ccccc2nc1N1CCOCC1 (configuration not stated)
  u	x
6) CC(=O)N1CCC(C(=O)NC2CC(C)(C)Cc3c2cnn3-c2ccc(F)cc2)CC1 (configuration not stated)
  u	x
7) Cc1c(C(=O)N(Cc2ccccc2)C(C)C)cnn1-c1ccccc1
  1%	7
8) NC(N)=NS(=O)(=O)c1ccc(N=C2C(=O)Nc3ccccc32)cc1
  u	x
9) O=C(Nc1c(F)cc(F)cc1Br)c1cc(-c2ccc(O)cc2)on1
  6%[9.22 µM]	5
10) O=C(c1cnc2n(c1=O)CCS2)N1CCN(c2ccccc2Cl)CC1
  -10%	-2
11) CCO/C=C1/C(=O)N(C)C(=O)c2cc(OC)ccc21
  24%	23
12) CC(C)(C)C1=Nn2c(nnc2C2CCCCC2)SC1
  i	x
13) Cc1cc(-c2ccccc2)oc(=O)c1NC(=O)c1ccccc1
  u	x
14) CN=c1scc(-c2cccs2)n1/N=C/c1ccccc1O
  u	x
15) O=C(NNC(=O)c1ccc(O)c(Cl)c1)c1cccc(S(=O)(=O)N2CCOCC2)c1
  u	x
16) Cc1ccc(C)c(NC(=O)Nn2cnnc2)c1
  u	x
17) CC1CC(C)CN(CCCNC(=O)CN2C(=O)c3cccnc3Oc3ccccc32)C1 (configuration not stated)
  u	x
18) CCOC(=O)N1CCN(C(=O)c2ccc3c(c2)NC(=O)/C(=C\c2cccc(C)c2)S3)CC1
  i	-24
19) CC(=O)OC(C(=O)NC1CCCCC1)c1ccc(Cl)cc1 (configuration not stated)
  i	x
20) O=C(Nc1ccccc1)C1C2/C=C\CCCCC21 (configuration not stated)
  14%	4
21) Cc1ccc(C(=O)Oc2ccc(N3C(=O)CCC3=O)c(C)c2)cc1
  u	x
22) CCN(CC)c1ccc(N2C(=NC(=O)C3CC3)SC3CS(=O)(=O)CC32)cc1 (configuration not stated)
  i	5
23) CCOc1cc(/C=C/C(=O)OCC(=O)NCCN2C(=O)CSC2=O)ccc1OCC(C)C
  u	x
24) CCN(CC(=O)Nc1c(F)cccc1F)C(=O)c1cccnc1SC
  -6%	-3
25) N#Cc1c(NC(=O)COC(=O)C2CC3C=CC2C3)oc(-c2ccccc2)c1-c1ccccc1 (configuration not stated)
  i	x
26) CC(=O)Nc1cc[n+](CC(=O)c2ccc(Cl)cc2)cc1
  -5%	x
27) CCC(C)NS(=O)(=O)c1ccc(NC(=O)C2CCN(C(=O)c3ccco3)CC2)cc1 (configuration not stated)
  -23%	-8
28) Cc1ccc(NC(=O)CN(C)C(=O)c2ccc(-n3cncn3)c([N+](=O)[O-])c2)cc1
  21%	x
29) CC(=O)Nc1ccc(NC(=O)CSc2ncc(C(=O)Nc3ccc(F)cc3)c(=O)n2C)cc1
  u	x
30) C/C(=N\Nc1ccc(Cl)c(C(=O)O)c1)c1ccc(Br)s1
  2%	x

# Next results follow.
# Values in the order: Lipid storage S3	Lipid storage S3 cell count max
31) C[C@@H](NC(=O)[C@@H]1Cc2ccccc2CN1C(=O)OC(C)(C)C)C(=O)NC1CCCCC1
  i	-7
32) CCOc1ccc(/C=C/C(=O)c2ccc(-c3ccccc3)cc2)cc1
  i	-24
33) COc1ccc(C(=O)n2cnc(N)n2)cc1
  u	x
34) Cc1ccc(NC(=O)C2(S(=O)(=O)c3ccc(C)cc3)CC2)cc1
  u	x
35) O=C(COC(=O)c1ccc(S(=O)(=O)Nc2ccccc2)cc1)NCCC1=CCCCC1
  u	x
36) N#CC(C(=O)O)=C1CCCC1
  23µM*	-11*
37) N#Cc1ccc2ccn(CC(=O)NC3CCCCC3)c2c1
  u	x
38) COc1cc(/C=N/NC(=O)c2cnccn2)ccc1O
  -4%	17
39) c1ccc(CCn2nnnc2C(c2cccs2)N2CCN(Cc3ccc4c(c3)OCO4)CC2)cc1 (configuration not stated)
  u	x
40) Brc1ccc2nc(CSc3ncn[nH]3)cn2c1
  u	x
41) COc1ccccc1OCC(=O)NCCSCc1ccccc1Cl
  u	x
42) O=C(CSc1nnc(-c2ccccc2)n1-c1ccccc1)NCc1ccco1
  u	x
43) CC(C)Cn1c(N)c(C(=O)COC(=O)CCNS(=O)(=O)c2ccccc2)c(=O)n(C)c1=O
  u	x
44) CCOC(=O)C1CCN(C(=O)COC(=O)CCOc2ccc(C)cc2)CC1
  i	11
45) O=C(c1cccc(F)c1)N1CCN(Cc2ccc3c(c2)OCO3)CC1
  u	x
46) COc1ccc(C(CNC(=O)C(C)(C)Oc2ccc(Cl)cc2)N2CCCCC2)cc1 (configuration not stated)
  u	x
47) O=C(COC(=O)/C=C/c1ccco1)NC1CCCCC1
  u	x
48) Nc1cc(C(=O)O)ccc1N1CCCCCC1
  u	x
49) Cc1cccc(C(=O)NCCC(=O)Nc2ccc(F)c([N+](=O)[O-])c2)c1
  i	-3
50) COc1ccc(NC(=O)c2ccc3c(c2)NC(=O)CS3)cc1S(=O)(=O)Nc1ccc(Br)cc1
  u	x
51) COc1ccc(NC(=S)N(CCN2CCOCC2)C2CCN(C(C)=O)CC2)cc1Cl
  0%	-17
52) COC(=O)CNC(c1ccccc1)c1cc(Br)ccc1NC(=O)OCc1ccccc1 (configuration not stated)
  u	x
53) FC(F)(F)C(F)(F)C(F)(F)c1nnc2ccc(N3CCOCC3)nn12
  u	x
54) COc1ccc(C(=O)NNC2=Nc3cccc4cccc2c34)cc1
  u	x
55) O=C(NCc1ccccc1)c1ccc(C(=O)N(C2CCCCC2)C2CCCCC2)cc1
  u	x
56) COc1ccccc1/C=C/c1nc(S(=O)(=O)c2ccccc2)c(N2CCC(C(N)=O)CC2)o1
  i	x
57) CC1(c2cccc3ccccc23)NC(=O)N(CC(=O)NC2CCS(=O)(=O)C2)C1=O (configuration not stated)
  15%	7
58) CSCC[C@H](NC(=O)[C@H]1CC[C@H](CNC(=O)[C@@H]2CCCN2)CC1)C(=O)O
  16%	13
59) CCn1cc(C(=O)NC2CCCCCC2)c(=O)c2ccc(C)nc21
  15%	1
60) Cc1ccc(NC(=S)Nc2ccc(Br)cc2)cc1
  -10%	5

# Next compounds:
# Values in the order: Lipid storage S3	Lipid storage S3 cell count max
61) CC1=CC(C)(C)N2C(=O)C3(C(C#N)=C(N)OC4=C3C(=O)CC(C)(C)C4)c3cc(C)cc1c32 (configuration not stated)
  u	x
62) Cc1cccc(NC(=O)CSc2cccc3cccnc23)c1C
  u	x
63) CC(=O)Nc1ccc(NC2(C)C(=O)c3ccccc3C2=O)cc1
  u	x
64) CCN(CC)S(=O)(=O)c1cccc2cccnc12
  7.3µM*	-18*
65) COc1cc(C)ccc1OCc1cc(C(=O)N(Cc2c(C)nn(C)c2C)C2CC2)no1
  u	x
66) COc1cccc(/C=N/NC(=O)c2cccc3ccccc23)c1
  u	x
67) CCOc1ccccc1CNC(=O)Cn1nc(C)c2c(C)n(-c3ccc(C)cc3)nc2c1=O
  i	-14
68) Cc1nc(-c2ccc(NC(=O)C3CC3)cc2)cs1
  u	x
69) COc1ccc(Nc2nc(N3CCCCC3)nc(N3CCCCC3)n2)c(OC)c1
  u	x
70) COc1ccc(CCN(C)C2CCCN(S(=O)(=O)c3ccc(C)cc3)C2)cc1OC (configuration not stated)
  i	0
71) O=S(=O)(NCCC(c1ccc(F)cc1)c1ccco1)c1ccccc1 (configuration not stated)
  u	x
72) O=C(OCCN1CCOCC1)c1cccs1
  u	x
73) CCn1c(=NC(=O)CSC(C)=O)sc2cc(F)ccc21
  u	x
74) Cc1ccc(CNC(=O)c2ccc(N(C)S(=O)(=O)c3ccccc3)cc2)cc1
  u	x
75) CCOc1ccccc1C(=O)Nc1ccc(NC(=O)c2ccccc2)cc1
  i	-3
76) COc1ccc(N2CCN(C(=O)Cc3ccc(-n4c(=O)[nH]c5ccccc5c4=O)cc3)CC2)cc1
  0%	6
77) O=C(NC1CCCCCC1)C(=S)N1CCOCC1
  u	x
78) CCNC(=O)CC1C(=O)N(c2ccc(C)cc2)C(=O)N1CCc1ccc(OC)c(OC)c1 (configuration not stated)
  u	x
79) O=C1/C(=C/c2cccnc2)CC/C1=C\c1cccnc1
  6%	-4
80) Cc1cc(C)c2c(=O)[nH]c(SCC(=O)NCc3ccccc3)nc2n1
  u	x
81) CCC1(CC)Cc2ccccc2C(=O)N1
  u	x
82) CCOc1ccc(N2CC(C(=O)Nc3ccc(S(=O)(=O)NCC4CCCO4)cc3)CC2=O)cc1 (configuration not stated)
  u	x
83) Cc1c(C)n(C(=O)CN2CCN(c3ccccc3)CC2)c2ccccc12
  u	x
84) CCc1nnc(NC(=O)C(=O)NCCOC(=O)c2ccccc2)s1
  u	x
85) O=C(NCCO)Nc1ccc2nc(-c3ccco3)c(-c3ccco3)nc2c1
  -12%	-1
86) NC1=NC[C@H](Cc2ccc(O)cc2)N1CCc1cccc2ccccc12
  u	x
87) CN(CCc1ccccn1)c1ccc([N+](=O)[O-])cn1
  u	x
88) COc1cccc(C(=O)NC2CCN(C(=O)N3CCCCC3)CC2)c1
  u	x
89) CC(=O)N(Cc1ccc(Br)cc1)c1cccc(C)c1C
  -6%	-21
90) CSc1ncccc1C(=O)OCc1ccc(Br)cc1
  u	x

# Next part
# Values in the order: Lipid storage S3	Lipid storage S3 cell count max
91) CCOC(=O)c1sc(NC(=O)c2cccs2)nc1C
  -7%	7
92) CCNC(=O)n1cc(-n2cncn2)c(-c2ccccc2)n1
  u	x
93) C(=C\c1ccccc1)/C=N/Nc1nc2ccccc2[nH]1
  -6%	-19
94) CCC(=O)Nc1cccc(NC(=S)NC(=O)c2ccc(Cl)cc2)c1
  -14%	2
95) Cc1ccc(C(=O)NCC(=O)O)s1
  u	x
96) Clc1ccc(Cn2ncc3c(NCc4ccccc4)ncnc32)c(Cl)c1
  u	x
97) Cc1cc(C(=O)NN)c2cc(Br)ccc2n1
  u	x
98) COc1ccc(NC(=O)C2=CC(c3ccco3)=NS(=O)(=O)N2C)cc1
  i	15
99) CN(C)S(=O)(=O)c1ccc(/C(O)=C2/C(=O)C(=O)N(Cc3cccnc3)C2c2cccs2)cc1 (configuration not stated)
  12%	8
100) Cc1cccc(C)c1NC(=O)CN(C)C(=O)c1ccccc1OCc1ccc(F)cc1
  u	x
101) CCOc1ccc2[nH]c(=S)[nH]c2c1
  u	x
102) COCCOC(=O)C1=C(C)NC(=O)NC1/C=C/c1ccccc1 (configuration not stated)
  u	x
103) CC(C)CCN1C(=O)c2ccc(C(=O)NCc3ccco3)cc2C1=O
  u	x
104) CN(C)CCCOC(=O)c1sc2ccccc2c1Cl
  u	x
105) COc1ccccc1CNC(=O)Cn1cnnn1
  u	x
106) CC(C)(C)C1CCC(C(=O)NNC(=O)c2ccncc2)CC1 (configuration not stated)
  19%	19
107) CCc1nnc(NC(=O)C2CC(=O)N(C3CCCC3)C2)s1 (configuration not stated)
  i	8
108) CC1(C)Cc2c(sc3nc(SCC(=O)NCc4ccco4)n(-c4ccccc4)c(=O)c23)CS1
  u	x
109) O=C(c1ccc(F)c(F)c1)N1CCCc2ccccc21
  -1%	4
110) CC(C)(Oc1ccc(Cl)cc1)C(=O)Nc1ccc(S(=O)(=O)Nc2ncccn2)cc1
  u	x
111) Cc1ccc(CNC(=S)Nc2ccc(C)c([N+](=O)[O-])c2)cc1
  -9%	14
112) COc1cc2ccccc2cc1C(=O)OCC(=O)N1CCOCC1
  u	x
113) CC(=O)c1cccc(NC(=O)N2CCC(c3nnc(SCC(N)=O)n3C)CC2)c1
  u	x
114) N#Cc1nc(-c2ccccc2)oc1N1CCCCC1
  u	x
115) Cc1c(C(=O)Nc2ccccn2)oc2ccccc12
  u	x
116) Cc1cccc(C)c1NC(=O)c1sccc1SCC#N
  i	x
117) CC(C(=O)NC1=NCCS1)(C(F)(F)F)C(F)(F)F
  u	x
118) O=C1C=C(c2ccc(-c3ccccc3)c(F)c2)C[C@@H](c2ccc(F)cc2)C1
  14%	-3
119) COc1ccc(C)cc1-n1c(=O)c2ccccc2c2ccccc2c1=O
  -3%	0
120) Cc1c(Br)ccc(NC(=O)COc2ccccc2C(N)=O)c1C
  13%[9.22 µM]	10

# Among those listed so far, these have an NH in an aromatic ring:
# Values in the order: Lipid storage S3	Lipid storage S3 cell count max
1) COC(=O)c1c(C)[nH]c(C(=O)COc2ccc3ccc(=O)oc3c2)c1C
  u	x
40) Brc1ccc2nc(CSc3ncn[nH]3)cn2c1
  u	x
76) COc1ccc(N2CCN(C(=O)Cc3ccc(-n4c(=O)[nH]c5ccccc5c4=O)cc3)CC2)cc1
  0%	6
80) Cc1cc(C)c2c(=O)[nH]c(SCC(=O)NCc3ccccc3)nc2n1
  u	x
93) C(=C\c1ccccc1)/C=N/Nc1nc2ccccc2[nH]1
  -6%	-19
101) CCOc1ccc2[nH]c(=S)[nH]c2c1
  u	x

# Additional results:
# Values in the order: Lipid storage S3	Lipid storage S3 cell count max
121) O=C1OC(c2ccc(F)cc2)=N/C1=C\C=C/c1ccccc1
  u	x
122) COc1ccc2cc(C)c3nnc(SCC(=O)Nc4nc(-c5ccccc5)cs4)n3c2c1
  u	x
123) CC1=CCC(C(=O)O)(C(=O)N/N=C/c2cccs2)C(c2ccc(F)cc2)C1 (configuration not stated)
  -1%	x
124) O=C1N(Cc2cccnc2)C[C@@H]2C[C@@H](c3ccc(C(F)(F)F)cc3)N3CCC[C@@]123
  15%	1
125) Cc1ccc(C(=O)N/N=C\c2ccc(-c3ccc(Cl)c(Cl)c3)o2)cn1
  u	x
126) O=[N+]([O-])c1ccc(C2Oc3ccccc3C3CC(c4ccccc4)=NN32)s1 (configuration not stated)
  u	x
